High-throughput results deposited in PubChem BioAssay by The Scripps Research Institute Molecular Screening Center.
TDP2 inh: human TDP2 enzyme inhibitors, primary screen, biochemical, epi absorbance, recombinant enzyme | T5PNP hydrolysis, p-nitrophenol absorbance 415 nm | inhibition, % at 12.8 µM | 370,000 tested, 0.34% active;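 active = inhibition above the mean of all tested compounds plus 3 SD, set per campaign, cut at about 25% in these data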;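 also: 0% = DMSO with enzyme and 100% = buffer with substrate but no TDP2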
Target sequence (O95551 whole entry, looked up): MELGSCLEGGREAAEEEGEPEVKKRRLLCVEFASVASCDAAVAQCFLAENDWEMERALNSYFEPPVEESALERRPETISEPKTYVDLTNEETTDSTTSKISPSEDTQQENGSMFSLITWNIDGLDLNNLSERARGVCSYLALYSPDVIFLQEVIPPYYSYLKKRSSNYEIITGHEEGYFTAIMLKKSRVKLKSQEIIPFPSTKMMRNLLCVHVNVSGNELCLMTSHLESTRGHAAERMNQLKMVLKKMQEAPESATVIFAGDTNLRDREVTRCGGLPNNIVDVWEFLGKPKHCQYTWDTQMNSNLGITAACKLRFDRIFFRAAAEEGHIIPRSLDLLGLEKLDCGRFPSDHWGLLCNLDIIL
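Assay system: Recombinant human TDP2 | Quantity: 120 nM TDP2 per well | Incubation: 2 h at 37 °C | Signal: Epi absorbance | Evaluation: Percent inhibition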
PLCg1 inh: PLC-gamma1 enzyme inhibitors, primary screen, biochemical, fluorescence, purified enzyme; inhibition, % at 12.2 µM; fluorogenic substrate; 370,000 tested, 0.84% active; 1-phosphatidylinositol 4,5-bisphosphate phosphodiesterase gamma-1 (Homo sapiens), P19174; in the data active = inhibition above about 9.5%
Tn6 DDE FP: inhibitors of Tn6 peptide binding to fibrin DD(E), primary screen, biochemical, fluorescence polarization, human fibrin, Tn6 probe; Fibrinogen beta chain (Homo sapiens), P02675; 370,000 tested, 0.21% active; Fibrin DD(E) TRITC-Tn6 fluorescence polarization displacement; inhibition, % at 8.3 µM;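 active = inhibition above a per-campaign cutoff: mean of compounds within control limits plus 3 SD, cut at about 15% in these data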;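 also: 0% = median of all compound wells on the plate and 100% = blocking peptide control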
LEDGF integ inh: blockers of LEDGF/p75-dependent integrase strand transfer – biochemical, TR-FRET, high throughput, primary screen; TR-FRET IN-LEDGF/p75 DNA integration, Eu/Cy5; 370,000 tested, 0.64% active; inhibition, % at 3.7 µM; AID 743269, 2014;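 active = inhibition above the screen-wide mean plus 3 SD, cut at about 13% in these data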;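 also: signal is the Cy5 over europium emission ratio at 671 and 618 nm; 0% = plate median of compound wells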
Tn7 DDE FP: inhibitors of Tn7 peptide binding to fibrin DD(E), primary screen, biochemical, fluorescence polarization, human fibrin, Tn7 probe | Fibrinogen beta chain (Homo sapiens), P02675 | FP displacement of FITC-Tn7 peptide from fibrin DD(E); 0% = median of compound wells per plate | inhibition, % at 8.3 µM | 370,000 tested, 0.13% active;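 active = inhibition above the mean of compounds falling within the control limits plus 3 SD of them, cut at about 14% in these data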;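 also: 0% = plate median of compound wells and 100% = 10 µM Aha-Tn7 peptide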
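Assay system: human fibrin DD(E). Input: DD(E) 2 µM final. Medium: Tris buffer with calcium and detergent, pH 7.8. Compound dosing: single point at 8.3 µM. Timing: 10 min plus 3 h, room temperature. Technique: fluorescence polarization of the labelled Tn7 tracer. Read-out: percent inhibition. Replicates: singlicate testing.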
proKLK7 act: proKLK7 zymogen activators, primary screen, biochemical, fluorescence intensity; purified proKLK7, EDANS-DABCYL substrate fluorescence; 100% is mature enzyme control, 0% vehicle; Kallikrein-7 (Homo sapiens), P49862; activation, % at 7 µM; 370,000 tested, 0.9% active;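 active = activation above the mean of all tested compounds plus 3 SD, computed per campaign excluding outliers beyond control limits, cut at about 13% in these data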
ADAM10 inh: human ADAM10 inhibitors, primary screen, biochemical, QFRET, HTS. Disintegrin and metalloproteinase domain-containing protein 10 (Homo sapiens), O14672. recombinant ADAM10, EDANS/DABCYL FRET peptide cleavage, 3 h. inhibition, % at 7 µM. 370,000 tested, 0.62% active. AID 720582, 2013;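 active = inhibition above a per-campaign cutoff equal to the mean of compounds falling between control-based bounds plus 3 SD, cut at about 20% in these data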;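 also: 0% = DMSO wells while the 100% control is not disclosed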
ARFGAP1 inh: inhibitors of rat ARFGAP1 GAP activity, primary screen, biochemical, fluorescence polarization, GDP tracer; 360,000 tested, 0.26% active; Arfgap1-stimulated ARF1 GTP hydrolysis, GDP FP detection; AID 651572, 2012; ADP-ribosylation factor GTPase-activating protein 1 (Rattus norvegicus), Q62848; inhibition, % at 16.5 µM;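 active = inhibition above a per-plate limit, mean inhibition of low control wells plus 3 SD, cut at about 25% in these data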;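 also: 0% = DMSO wells with enzyme and 100% = wells lacking Arfgap1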
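Material: rat Arfgap1 catalytic domain, aa 1-136; also added: human ARF1(Δ1-17)-GTP substrate; compound dosing: one concentration, 16.5 µM, DMSO 1.26%; incubation: GTP hydrolysis reaction 2 h at 25 °C; measured by: Tracer-displacement fluorescence polarization with EDTA stop, 620/688 nm; evaluation: % inhibition from polarization; repeats: one replicate per compound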
ASAP1 inh: inhibitors of human ASAP1 ArfGAP activity, primary screen, biochemical, fluorescence polarization; Arf-GAP with SH3 domain, ANK repeat and PH domain-containing protein 1 (Homo sapiens), …; ASAP1-stimulated ARF1 GTP hydrolysis, GDP FP detection; inhibition, % at 16.5 µM; 360,000 tested, 0.19% active; AID 624377, 2012; in the data active = inhibition above about 25%;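 also: 0% = vehicle with enzyme and substrate and 100% = no enzyme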
ADAM17 inh: ADAM17 inhibitors, primary screen, biochemical, QFRET; recombinant ADAM17, EDANS/DABCYL FRET peptide cleavage; inhibition, % at 6.95 µM; Disintegrin and metalloproteinase domain-containing protein 17 (Homo sapiens), P78536; 370,000 tested, 0.83% active;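 active = inhibition above the mean of compounds lying between control limits plus 3 SD, set per campaign, cut at about 8.5% in these data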;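 also: 0% = DMSO-only wells as the low control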
Target sequence (P78536 215-824 limits assumed): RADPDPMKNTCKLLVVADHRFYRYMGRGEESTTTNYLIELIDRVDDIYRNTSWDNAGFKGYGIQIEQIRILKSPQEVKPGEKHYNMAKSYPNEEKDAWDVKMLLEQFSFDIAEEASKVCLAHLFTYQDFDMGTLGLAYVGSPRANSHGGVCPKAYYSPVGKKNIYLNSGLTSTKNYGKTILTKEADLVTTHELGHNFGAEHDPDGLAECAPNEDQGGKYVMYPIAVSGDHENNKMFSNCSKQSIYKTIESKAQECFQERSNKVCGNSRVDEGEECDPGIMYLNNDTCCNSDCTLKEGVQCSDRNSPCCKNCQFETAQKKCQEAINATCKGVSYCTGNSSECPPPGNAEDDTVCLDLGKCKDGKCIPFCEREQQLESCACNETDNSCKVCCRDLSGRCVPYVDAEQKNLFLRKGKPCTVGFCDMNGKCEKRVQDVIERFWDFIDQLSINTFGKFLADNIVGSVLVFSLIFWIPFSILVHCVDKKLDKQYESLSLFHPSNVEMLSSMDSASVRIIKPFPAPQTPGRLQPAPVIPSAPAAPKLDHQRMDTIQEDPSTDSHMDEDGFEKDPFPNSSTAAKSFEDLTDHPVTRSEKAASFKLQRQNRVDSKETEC
Starred values were filed as active, the others as inactive; i = inactive.

molecule,TDP2 inh,PLCg1 inh,Tn6 DDE FP,LEDGF integ inh,Tn7 DDE FP,proKLK7 act,ADAM10 inh,ARFGAP1 inh,ASAP1 inh,ADAM17 inh
CCOc1c2ccc(C(=O)NCc3ccc4c(c3)OCO4)cc2nn1C,-2,-272,-4,2,-11,17*,i,7,9,-160
COc1ccc(-c2c(C#N)c(N)nc3c2c(=O)n(C)c(=O)n3C)cc1,3,-49,-5,4,12,2.3,-55,4,15,-16
C/C(Cn1cnc([N+](=O)[O-])n1)=N\NC(=O)c1ccccc1,-12,4,-1,1,-4,-0.1,-12,2,-5,0
CCOc1ccccc1OCC(=O)OCC(=O)Nc1ncc(Cl)cc1Cl,-10,2,2,0,1,-0.6,-13,2,-2,-4
COc1cccc(N2CCN(C(=O)CCC(=O)N3CCOc4ccc(C)cc43)CC2)c1,6,2,3,-2,9,0.7,-13,-2,-12,1
O=C(N/N=C/c1ccc([N+](=O)[O-])s1)C(O)c1ccccc1 (configuration not stated),-6,-8,-2,1,1,-0.1,-4,-2,-5,0
COc1ccccc1Cc1c(-c2ccc(OC)c(OC)c2)nc2ccc(Br)cn12,-7,-34,2,-2,2,-0.2,-20,5,-4,-2
Cc1cc(Cl)nc(-n2nc(C)cc2C)n1,-5,2,3,1,-2,0.6,-7,-17,-2,-1
CC(C)(C)NC(=O)NC(=O)CSc1ccc(S(=O)(=O)N2CCCCC2)cn1,-12,3,1,20*,-4,-0.1,-7,-6,-17,5
Cc1ccc(C)c(NC(=O)c2cc(S(=O)(=O)N3CCOCC3)cn2C)c1,-12,7,-6,6,-5,0.1,0,6,4,4
CC(C)(C)c1ccc(Cn2nc(CC(=O)O)c3ccccc3c2=O)cc1,3,0,-5,1,-8,-0.2,-2,11,6,2
Cc1cc(C(F)(F)F)nn1Cc1n[nH]c(=S)n1-c1ccc(Cl)cc1,6,2,4,-1,7,0.3,-4,-16,-7,1
COc1cc(CN(C(=O)c2ccco2)c2ccc(C)cc2)ccc1O,-5,1,-2,2,1,0.1,3,-1,8,-3
N#Cc1cccc(C(c2nnnn2C2CCCC2)N2CCCCCC2)c1 (configuration not stated),4,1,-4,-3,6,0.3,8,-11,6,-2
COc1cccc(N2CCN(c3c4c(nc5ncnn35)CCC4)CC2)c1,-12,3,-6,-3,-5,0.5,0,0,-9,-2
COc1ccccc1Oc1c(C)oc2cc(OC(=O)c3ccco3)ccc2c1=O,7,i,-3,2,-2,131*,i,0,-3,-440
Cc1cc(C)nc(SCC(=O)c2ccc(O)cc2O)n1,-8,-3,-5,-2,-6,-0.6,-7,-12,3,0
COc1cccc(N2CCN(c3ccc(S(=O)(=O)N4CCCC4)cc3)CC2)c1,-5,2,1,1,-3,-0.8,9,-13,3,-1
O=c1cc(CN2CCN(Cc3ccccc3)CC2)c2cc(Cl)ccc2o1,-13,4,3,-3,4,0.1,1,-6,0,0
CC(C)(C)c1nnc(N/N=C/c2ccccc2O)n(N)c1=O,-6,6,-1,-4,3,-0.1,-1,2,-2,7
O=C(NCc1ccc2c(c1)OCO2)c1ccco1,5,0,-1,1,-2,0.6,3,8,-4,1
S=C(NCCSCc1ccccc1Cl)Nc1ccccc1,0,0,6,2,-4,0.5,4,2,5,-1
Cc1nc(-c2ccccc2)sc1C1(C)CC(c2ccccc2F)=NO1 (configuration not stated),-1,2,-5,0,-2,0.1,-2,-6,-10,-3
Cc1ccc(C)c(C(=O)O/N=C(\N)c2ccc(Br)cc2)c1,-1,0,2,-1,-7,0.3,1,1,6,0
O=C(CNC(=O)c1ccccc1F)NC1CCN(Cc2ccccc2)CC1,-5,-2,7,1,10,0.2,8,-1,-4,0
Cc1ccccc1Nc1c(F)c(F)c(F)c(F)c1C(=O)O,1,-5,-2,-2,1,0.3,-5,22,16,-4
CCOC(=O)c1sc(NC(=O)CN2C(=O)NC3(CCCCCCC3)C2=O)c(C(=O)OCC)c1C,7,-8,8,3,7,0.2,-1,-8,-5,-3
O=C(COC(=O)c1cc(=O)[nH]c(=O)[nH]1)Nc1cccc(Cl)c1,1,-3,0,9,-7,-0.3,-5,13,-2,-1
COc1cc(/C=N/NC(N)=O)cc([N+](=O)[O-])c1O,-9,9,-1,-2,0,0.2,6,2,-7,4
O=C(Nc1ccccn1)c1ccc(=O)[nH]n1,-2,1,-3,3,3,-0.3,0,4,3,-6
CCCNC(=O)c1ccc2c(=O)c(O)c(-c3ccc(C)cc3)[nH]c2c1,-1,i,-7,-4,-4,-270,-271,6,12,-69
CC[C@@H]1CCCCc2ccccc2[C@H](C(=O)C[C@H](O)CC(C)=O)OC1=O,7,1,1,0,-2,-0.1,2,-3,6,-3
CCCSc1cc(N2CCOCC2)nc(-c2ccccc2Cl)n1,2,0,-1,0,5,0.5,-1,-4,2,-4
COc1ccccc1NC(=O)C1=C(C)Nc2nc(CCCO)nn2C1c1ccc2c(c1)OCO2 (configuration not stated),-4,3,-1,-2,0,-1.2,-7,9,3,-2
Cc1ccc(S(=O)(=O)CCC(=O)OCc2nc(N)nc(Nc3ccccc3C)n2)cc1,0,3,-2,-2,-1,-0.2,-11,12,2,-4
COc1cc(C(=O)C(=O)c2ccc(OC)c(OC)c2)ccc1O,-3,1,5,-1,1,0.3,3,-4,-14,1
CC/C(=C\c1ccc(Cl)cc1)c1ccncc1,10,-1,6,-1,2,-0.1,-2,-8,-1,-2
CC(=O)N1CCN(CC(C)(C)NS(=O)(=O)c2ccccc2)CC1,-3,1,6,-7,4,0.6,-5,-8,-2,-5
O=C(CN1C(=O)C(=O)N(Cc2ccccc2)C1=O)c1ccc[nH]1,7,4,-3,-1,2,-0.7,-11,-6,11,-1
COc1cccc(N2CCN(c3ncnc4c3cnn4-c3ccc(C)cc3C)CC2)c1,7,1,-6,1,9,-0.3,16,-3,9,4
Cn1c(SCc2ccc(Cl)cc2)nnc1-c1ccc2nonc2c1,3,-1,-4,-2,0,0.4,1,5,8,-4
CCCCn1nnnc1C1(C)CCC(=O)N1c1ccc(N2CCOCC2)cc1 (configuration not stated),-9,-4,4,-2,2,0.6,-14,1,-5,-5
Cc1ccc(Cl)cc1N(CC(=O)NC1CCCC1)C(=O)c1csnn1,6,0,6,2,-4,0.5,2,10,-6,-1
COc1cc(C2N(C)C(=O)c3ccccc3N2C)ccc1O (configuration not stated),-23,i,0,3,-3,46*,i,-16,-1,i
O=S(=O)(Nc1ccc(NS(=O)(=O)c2ccccc2)c(Cl)c1)c1ccccc1,-3,5,-1,3,-1,-0.2,11,8,-7,2
OCCC1CN(Cc2ccsc2)CCN1C1CCCC1 (configuration not stated),-6,0,-4,4,-2,-0.2,7,-4,-1,1
Cc1cccc(N(C)S(=O)(=O)c2ccc3[nH]c(=O)c(=O)[nH]c3c2)c1,-6,5,0,5,-7,-0.5,-16,0,-7,-3
CN(C)Cc1cn(CC[C@@H]2CC[C@@H](NC(=O)Nc3ccccc3F)[C@@H](CO)O2)nn1,6,1,-4,5,-2,0.4,7,3,11,0

Some of the entries so far, with values under each structure.
The line under a structure holds: TDP2 inh | PLCg1 inh | Tn6 DDE FP | LEDGF integ inh | Tn7 DDE FP | proKLK7 act | ADAM10 inh | ARFGAP1 inh | ASAP1 inh | ADAM17 inh
COc1cc(C(=O)C(=O)c2ccc(OC)c(OC)c2)ccc1O
    -3 | 1 | 5 | -1 | 1 | 0.3 | 3 | -4 | -14 | 1
CC/C(=C\c1ccc(Cl)cc1)c1ccncc1
    10 | -1 | 6 | -1 | 2 | -0.1 | -2 | -8 | -1 | -2
CC(=O)N1CCN(CC(C)(C)NS(=O)(=O)c2ccccc2)CC1
    -3 | 1 | 6 | -7 | 4 | 0.6 | -5 | -8 | -2 | -5
O=C(CN1C(=O)C(=O)N(Cc2ccccc2)C1=O)c1ccc[nH]1
    7 | 4 | -3 | -1 | 2 | -0.7 | -11 | -6 | 11 | -1
COc1cccc(N2CCN(c3ncnc4c3cnn4-c3ccc(C)cc3C)CC2)c1
    7 | 1 | -6 | 1 | 9 | -0.3 | 16 | -3 | 9 | 4
